# HIF activator: HIF pathway transcriptional activation. activation, % at 7.5 µM (by protocol). 300,000 compounds, 0.32% hits. U2OS HRE-luciferase reporter, luminescence; normalized: DMSO 0%, desferrioxamine 100%;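 active = mean activation of at least 10% of the iron chelator positive control signal, with at least half of replicates also reaching 10%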
# IEC-6 cytotox: IEC-6 cytotoxicity, counter-screen for KLF5 inhibitors | luminescence viability | inhibition, % at 5 µM | 290,000 compounds, 0.78% hits; in the data active = inhibition above about 22%;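 note: 0% = plate median of test compound wells and 100% = cytotoxic reference compound wells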
# TRPC4 agonist: opens the mouse TRPC4 cation channel | 310,000 compounds, 0.49% hits | Q9QUQ5 | HEK293 TRPC4beta/mu-opioid, Fluo4 calcium fluorescence; hits give high values | B-score at 10 µM | AID 2237;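 active = B-score above 5 SD of library B-scores, and initial fluorescence ratio not above library mean plus 5 SD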;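 note: positive B-score marks a calcium rise read as TRPC4 activation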
# Target sequence (Q9QUQ5 whole entry, looked up): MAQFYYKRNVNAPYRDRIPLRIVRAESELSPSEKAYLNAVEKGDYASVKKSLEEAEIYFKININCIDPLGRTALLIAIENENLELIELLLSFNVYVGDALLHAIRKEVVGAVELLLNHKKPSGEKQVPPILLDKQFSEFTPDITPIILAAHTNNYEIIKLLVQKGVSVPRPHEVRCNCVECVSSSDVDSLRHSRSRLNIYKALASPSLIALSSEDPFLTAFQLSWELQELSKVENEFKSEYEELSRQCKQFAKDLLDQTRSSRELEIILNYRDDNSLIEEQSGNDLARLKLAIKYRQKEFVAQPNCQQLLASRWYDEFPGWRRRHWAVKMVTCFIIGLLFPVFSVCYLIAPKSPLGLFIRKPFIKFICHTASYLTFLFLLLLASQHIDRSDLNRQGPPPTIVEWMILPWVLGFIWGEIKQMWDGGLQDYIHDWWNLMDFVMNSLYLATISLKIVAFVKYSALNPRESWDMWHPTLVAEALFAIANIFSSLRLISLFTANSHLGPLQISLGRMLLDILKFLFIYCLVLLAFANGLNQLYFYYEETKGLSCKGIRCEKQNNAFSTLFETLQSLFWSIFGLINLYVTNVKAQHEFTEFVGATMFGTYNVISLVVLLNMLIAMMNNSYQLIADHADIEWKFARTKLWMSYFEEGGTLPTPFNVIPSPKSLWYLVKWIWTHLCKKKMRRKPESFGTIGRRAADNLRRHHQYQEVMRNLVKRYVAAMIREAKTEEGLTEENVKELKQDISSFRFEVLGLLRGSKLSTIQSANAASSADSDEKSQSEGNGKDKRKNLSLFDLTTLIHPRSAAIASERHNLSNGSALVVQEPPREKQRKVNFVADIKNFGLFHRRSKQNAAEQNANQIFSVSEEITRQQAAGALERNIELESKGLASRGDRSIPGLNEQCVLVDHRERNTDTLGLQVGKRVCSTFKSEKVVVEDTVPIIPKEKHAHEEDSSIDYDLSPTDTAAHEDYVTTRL
#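 Assay system: HEK293 stable line with TRPC4beta plus mu-opioid receptor. Times: dye 45 min RT, read 110 s. Measured by: kinetic Fluo4 calcium fluorescence. Measure: B score of integrated ratio. Controls: assay buffer as low control, maximal DAMGO as high control.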
# TRPC4 potent: allosterically enhances the mouse TRPC4 cation channel | Q9QUQ5 | HEK293 TRPC4beta/mu-opioid, DAMGO EC20, Fluo-4 Ca2+ flux; hits give high values | B-score at 10 µM | 310,000 compounds, 0.42% hits | AID 2227;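 active = B-score of calcium response area above 5 SD of library B-scores, with initial fluorescence ratio within 5 SD of library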;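 note: B-score of integrated fluorescence ratio over time as area under calcium response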
# SKKanGAS inh: SKKanGAS growth inhibition | S. pyogenes SKKanGAS, kanamycin growth, BacTiter-Glo, 6 h | inhibition, % at 7.5 µM | AID 1662 | 300,000 compounds, 1.3% hits;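 active = mean replicate score, as percent of positive control median, at least 50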;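 note: strain carries kanamycin resistance gene driven by streptokinase promoter and grows in 40 µg/ml kanamycin; loss of luminescence reflects streptokinase promoter inhibition or plain growth inhibition; 0% = median of DMSO wells and 100% = positive control at its reference dose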
# TRPC4 inh: blocks the mouse TRPC4 cation channel; HEK293 TRPC4beta/mu-opioid, DAMGO-evoked Fluo4 calcium flux; hits give low values; Q9QUQ5; AID 2247; 300,000 compounds, 0.39% hits; B-score at 10 µM;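 active = B-score over 3 SD under the library average, no early fluorescence shift, positive overall ratio signal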
#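 test system = HEK293 cells with stable TRPC4beta plus mu-opioid receptor expression | detection = Fluo4 Ca2+ flux fluorescence | read-out = integrated fluorescence ratio relative to baseline, converted to per-well B score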
# MrgX1 antag: human MrgX1 receptor antagonism, primary screen | MRGX1-HEK293 calcium flux, Fluo-4, BAM8-22 antagonism; hits give low values | B-score at 10 µM | 310,000 compounds, 1.3% hits | AID 588676;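 active = calcium-response B-score plate-corrected more than 3 library SD below zero, starting fluorescence within 5 deviations, no agonist response on first addition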;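 note: peak minus trough fluorescence over baseline after final BAM8-22 challenge near maximal dose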
# TRPC6 inhibitor: inhibitors of mouse TRPC6 channel; Q61143; HEK293-TRPC6, membrane potential dye, ACh-evoked depolarization; hits give low values; B-score at 10 µM; 310,000 compounds, 1.1% hits;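 active = B-score under library mean minus 3 SD, initial fluorescence not abnormally high, positive integrated signal ratio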;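 note: B-score derived from integrated fluorescence ratio over the kinetic read; more negative B-score means stronger inhibition of depolarization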
# aSyn UTR inh: 5' untranslated region of α-synuclein, MLPCN primary screen; alpha-synuclein 5'UTR reporter, inhibitor activity; inhibition, % (tested at 7.5 µM); 300,000 compounds, 0.82% hits; in the data active = inhibition above about 60%;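 note: H4 neuroglioblastoma cells stably carrying SNCA 5'UTR luciferase fusion; 0% = DMSO wells and 100% = positive control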
# TRPC6 activator: activates the mouse TRPC6 cation channel | Q61143 | HEK293-TRPC6 membrane potential dye fluorescence; hits give high values | 310,000 compounds, 0.13% hits | B-score at 10 µM;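 active = B-score of the integrated fluorescence ratio above library mean plus 3 SD, and starting fluorescence ratio within library mean plus 5 SD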;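 note: higher score means more depolarization so channel activation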
# KLF5 inhibitor: inhibitors of KLF5 expression. AID 1700. DLD-1 KLF5 promoter-luciferase reporter, luminescence. 290,000 compounds, 0.23% hits. inhibition, % at 5 µM;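 active = inhibition above a per-plate limit of that plate's mean compound inhibition plus 3 SD, cut at about 60% in these data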;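 note: 0% = DMSO wells and 100% = LY294002 at 200 µM; higher means less KLF5 promoter-driven luciferase light; inactives centre near -14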
# * hit, by the source's call; i = inactive; · = no result given.
SMILES	HIF activator	IEC-6 cytotox	TRPC4 agonist	TRPC4 potent	SKKanGAS inh	TRPC4 inh	MrgX1 antag	TRPC6 inhibitor	aSyn UTR inh	TRPC6 activator	KLF5 inhibitor
Cc1onc(-c2ccccc2)c1C(=O)NCCN1CCOCC1	-0.1	-7	i	i	-5	i	i	i	-7	i	-44
C=CCOC(=O)c1ccc(N2CCN(c3ccccc3)CC2)nc1	0.6	0	i	i	-9	i	i	i	-7	i	3
Nc1cc(Cl)ccc1Oc1ccccc1	-0.2	5	i	i	0	i	i	i	1	i	-43
Cc1ccccc1NC(=O)c1ccc(-n2cncn2)nc1	0.0	-3	i	i	9	i	i	i	16	i	6
CCc1cc(C(=O)NNC(=S)Nc2cc(C)ccc2C)cs1	1.3	-6	i	i	-1	i	i	i	-21	i	-2
CCOC(=O)C1=C(C)NC(SC(C)=O)=NC1c1ccc(OC(C)=O)c(OC)c1 (stereo unspecified)	-0.2	-1	i	i	-14	i	i	i	0	i	-27
CC(C)CCNC(=O)C1CC(=O)N(CCc2ccccc2)C1 (stereo unspecified)	0.2	-2	i	i	-1	i	i	i	11	i	-4
O=C(Oc1cc(Cl)cc(Cl)c1)c1cnc2n(c1=O)CCS2	1.8	1	i	i	1	i	i	i	9	i	9
O=C(c1cnc2n(c1=O)CCS2)N1CCN(C(c2ccccc2)c2ccc(Cl)cc2)CC1 (stereo unspecified)	0.4	3	i	i	2	i	i	i	9	i	-4
Cc1sc(NC(=O)CN2C(=O)NC3(CCCC3)C2=O)nc1-c1ccc(F)cc1	-0.3	·	i	i	-5	i	i	i	16	i	·
CN1CCC(N(CCc2ccccc2)C(=O)CCC(=O)O)CC1	-1.0	0	i	i	·	i	i	i	-6	i	-17
CC(=O)Nc1c(C(=O)O)oc2ccc(Cl)cc12	-0.2	-2	i	i	-12	i	i	i	8	i	-7
Cc1ccc(C(=O)NCCCc2ccccc2)c(Cl)c1	2.6	0	i	i	5	i	i	i	-100	i	-186
CCCCCC(=O)N(Cc1ccccc1)c1c(N)n(CCOC)c(=O)[nH]c1=O	-0.2	6	i	i	-1	i	i	i	-5	i	-29
Cc1ccc(S(=O)(=O)NCCC(=O)Nc2cc(S(=O)(=O)N(C)C)ccc2C)cc1C	0.9	7	i	i	2	i	i	i	8	i	-8

# Complete entries from above. Order of values: HIF activator, IEC-6 cytotox, TRPC4 agonist, TRPC4 potent, SKKanGAS inh, TRPC4 inh, MrgX1 antag, TRPC6 inhibitor, aSyn UTR inh, TRPC6 activator, KLF5 inhibitor
# `CC(C)CCNC(=O)C1CC(=O)N(CCc2ccccc2)C1` (stereo unspecified) in the list: 0.2, -2, i, i, -1, i, i, i, 11, i, -4
# `Cc1ccc(S(=O)(=O)NCCC(=O)Nc2cc(S(=O)(=O)N(C)C)ccc2C)cc1C` in the list: 0.9, 7, i, i, 2, i, i, i, 8, i, -8
# `Nc1cc(Cl)ccc1Oc1ccccc1` in the list: -0.2, 5, i, i, 0, i, i, i, 1, i, -43

# (continued)
SMILES	HIF activator	IEC-6 cytotox	TRPC4 agonist	TRPC4 potent	SKKanGAS inh	TRPC4 inh	MrgX1 antag	TRPC6 inhibitor	aSyn UTR inh	TRPC6 activator	KLF5 inhibitor
O=C(NCC(F)(F)F)c1nn(Cc2ccccc2)c(=O)c2ccccc12	-0.1	0	i	i	4	i	i	i	30	i	8
COc1ccc(S(=O)(=O)N(C)CC(=O)NCc2ccco2)cc1Cl	-0.4	-7	i	i	-2	i	i	i	1	i	-7
O=C(c1ccco1)N1CCN(S(=O)(=O)c2cc(Cl)ccc2Cl)CC1	-1.2	4	i	i	7	i	i	i	-1	i	-4
O=C(CN1c2ccccc2Sc2ccccc21)N/N=C/c1ccccc1	-0.2	0	i	i	12	i	i	i	19	i	-7
CC(=O)Nc1nnc(SCC(=O)NC2CCCC2)s1	-0.4	5	i	i	2	i	i	i	7	i	-20
O=C(C1CCCO1)N1CCN(C(=S)Nc2ccccc2F)CC1 (stereo unspecified)	-0.6	-8	i	i	-1	i	i	i	-4	i	8
Cc1ccc(-c2nc(CSCC(=O)N3CCOCC3)c(C)o2)cc1	1.5	2	i	i	-1	i	i	i	-35	i	-41
CSCC[C@H](NC(=O)NCCc1ccc(F)cc1)C(=O)O	0.4	1	i	i	-2	i	i	i	-10	i	-15
CC(Oc1ccc(Br)cc1)C(=O)N(C)CC(=O)Nc1ccc(N2CCOCC2)cc1 (stereo unspecified)	-0.3	·	i	i	-5	i	i	i	-24	i	·
COc1ccc(CNC(=O)Cn2ccc3cc(S(=O)(=O)N4CCCC4)ccc32)cc1OC	0.0	8	i	i	1	i	i	i	11	i	-3
CC1Cc2cc(S(=O)(=O)N3CCC(C(=O)NCc4ccco4)CC3)ccc2N1C(=O)C1CCC1 (stereo unspecified)	0.4	0	i	i	-3	i	i	i	16	i	-13
COc1cccc2cc(C(=O)N3CCC(C)CC3)c(=O)oc12	-0.1	0	i	i	-1	i	i	i	1	i	-8
CCc1cc(=O)oc2c3c(cc(OCC(=O)NCc4ccncc4)c12)OC(C)(C)CC3	0.1	3	i	i	1	i	i	i	-3	i	-24
COC(=O)C1CCN(c2ccc([N+](=O)[O-])cc2)CC1	-0.9	2	i	i	-6	i	i	i	14	i	7
CCOC(=O)N1CCN(C(=S)NC(=O)/C=C/c2ccc(C)cc2)CC1	-0.3	1	i	i	6	i	i	i	0	i	-18

# Single entries from the results shown.
# Result of COc1ccc(S(=O)(=O)N(C)CC(=O)NCc2ccco2)cc1Cl under KLF5 inhibitor: -7
# Result of COc1cccc2cc(C(=O)N3CCC(C)CC3)c(=O)oc12 under HIF activator: -0.1

# Next section
SMILES	HIF activator	IEC-6 cytotox	TRPC4 agonist	TRPC4 potent	SKKanGAS inh	TRPC4 inh	MrgX1 antag	TRPC6 inhibitor	aSyn UTR inh	TRPC6 activator	KLF5 inhibitor
Cc1ccc(NS(=O)(=O)c2cc(-c3cc(C)no3)ccc2C(C)C)nc1	-0.7	-2	i	i	0	i	i	i	8	i	-35
O=C1CCc2cc(S(=O)(=O)Nc3ccc(F)cc3)cc3c2N1CC3	-0.2	·	i	i	0	i	i	i	-12	i	·
CCOc1ccccc1NC(=O)/C(C#N)=C/c1c(C)nn(-c2ccccc2)c1Cl	-0.4	-6	i	i	5	i	i	i	-46	i	-15
CC(C)CN1CCN(Cc2cccn2-c2ccccn2)CC1CCO (stereo unspecified)	0.1	-1	i	i	-11	i	i	i	8	i	-19
C[C@H]1CCC[C@@]2(O[C@@H](CCO)C[C@H](O)[C@H]2O)O1	1.0	·	i	i	-3	i	i	i	2	i	·
CC(=O)c1ccc2noc(-c3cccc(F)c3)c2c1	-13	-5	i	i	-1	i	i	i	-6	i	-10
Cc1nc2c(C(=O)NCc3ccc4c(c3)OCO4)c[nH]n2c(=O)c1Cl	-0.1	-1	i	i	10	i	i	i	-6	i	7
O=C(O)CCc1ccc(-c2ccc(Cl)cc2)n1CC(=O)O	0.2	-5	i	i	3	i	i	i	3	i	-41
COC(=O)c1ccc2c(c1)C(=O)/C(=C/c1ccc(C)cc1)O2	0.2	0	i	i	-1	i	i	i	-143	i	-11
O=S(=O)(c1ccc(NC(=S)Nc2ccccc2)cc1)N1CCOCC1	0.6	0	i	i	8	i	i	i	-17	i	-47
CC(C)(C)c1[nH]nc2c1C(c1ccccc1OC(=O)N1CCOCC1)C(C#N)=C(N)O2 (stereo unspecified)	-0.2	8	i	i	-13	i	i	i	-1	i	-7
COc1ccc(N(C)S(=O)(=O)c2cccc(C(=O)Nc3cc(OC)ccc3OC)c2)cc1	0.1	10	i	i	-22	i	i	i	7	i	7
COc1ccc(CNC(=O)Cc2ccc(OC)c(S(=O)(=O)N3CCOCC3)c2)cc1	-2.6	4	i	i	4	i	i	i	0	i	-12
CC1CC(=O)C2=C(C1)Nc1ccccc1N=C2 (stereo unspecified)	·	0	i	i	0	i	i	i	·	i	10
CCc1ccc(Nc2cc(C)nc3nc(C)nn23)cc1	0.3	3	i	i	-2	i	i	i	5	i	24
CCOC(=O)C1C(=O)OC(C)(C)C1C(C)C(=O)c1ccc(C)cc1 (stereo unspecified)	-0.4	-1	i	i	9	i	i	i	4	i	-3
CC(C)c1ccc(OCC(=O)Nc2cccc3c2CCCC3)cc1	-2.1	6	i	i	11	i	i	i	26	i	-1
O=C(Nc1cccc2ccccc12)NC1Cc2ccccc2C1	0.2	-6	i	i	13	i	i	i	-32	i	-19
CC(C)On1c(SCC(=O)N(C)C)nc2ccccc2c1=O	-0.4	-8	i	i	-3	i	i	i	-4	i	-14
Cn1nnc(NC(=S)NC(=O)c2ccccc2)n1	0.7	-2	i	i	-1	i	i	i	-11	i	2
COc1ccc(C(=O)C2CCCN(C(=O)c3cc4nc(C)cc(C)n4n3)C2)cc1F (stereo unspecified)	0.2	1	i	i	-4	i	i	i	-10	i	-22
O=C(NCCc1c[nH]c2ccccc12)/C(=C\c1cccnc1)NC(=O)c1ccccc1Br	-0.6	-7	i	i	-5	i	i	i	-9	i	-18
O=C(CSCc1ccco1)NC1CCCC1	0.6	2	i	i	-2	i	i	i	-22	i	-23
O=C(COc1ncnc2ccc(Br)cc12)Nc1ccc(N2CCOCC2)cc1	-1.1	-10	i	i	-3	i	i	i	-31	i	-14
CCOC(=O)N1CCN(C(=O)c2ccc(CS(=O)(=O)c3c(Cl)cccc3Cl)o2)CC1	·	1	i	i	-1	i	i	i	-2	i	-17
COc1cc(C2C3C(C)N(C)C(=O)N(C)C3N(C)C(=O)N2C)ccc1O (stereo unspecified)	-0.2	-1	i	i	1	i	i	i	-16	i	-23
CCOc1ccc(-c2nc(CSCC(=O)NC3CC3)c(C)o2)cc1	-0.7	6	i	i	-5	i	i	i	31	i	28
O=C(Cn1nc2n(c1=O)-c1ccccc1SC2)N/N=C/c1ccncc1	-1.2	-1	i	i	1	i	i	i	13	i	2
COc1ccc(/C=C(/NC(=O)c2ccccc2Cl)C(=O)O)cc1	0.3	-4	i	i	-3	i	i	i	-22	i	-31
CCC(C(=O)OCC(=O)Nc1ccc(SC(F)F)cc1)c1ccccc1 (stereo unspecified)	0.0	0	i	i	-3	i	·	i	3	i	-22
O=C(COc1ccccc1[N+](=O)[O-])N1CCC(Cc2ccccc2)CC1	0.0	-1	i	i	1	i	i	i	11	i	27

# From PubChem BioAssay
